Screening results: PubChem, National Center for Advancing Translational Sciences (NCATS)
KDM5B inh = inhibitors of human KDM5B histone demethylase; Q9UGL1; KDM5B demethylase, FDH-coupled NADH fluorescence (FDH is formaldehyde dehydrogenase); Potency, µM (series often up to 57.7 µM), for the others: top-dose activity change, negative = inhibition, hits mostly inhibitors; hit rate 2.6% among 220,000; AID 1347165; active = well fitted inhibition curve with a large enough effect; inconclusive = small, poorly fitted or top-dose-only effect; inactive = no such curve, though single readings can be large or run the other way; also: 0% is about no effect; nearly all actives have a fitted effect of over 70% in size
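Measured: NADH fluorescence change, 30 min, RT. System: KDM5BΔAP 200 nM final, H3K4me3 peptide, α-KG, Fe(II), ascorbate, NAD⁺ plus FDH, pH 7.5 HEPES. Compounds: titrated, 10 min pre-incubation with enzyme.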
* marks the source's active call; other numbers are inactive results; ? = inconclusive. Potency is read from the fitted curve at half-maximal effect.

| # | KDM5B inh | SMILES |
| --- | --- | --- |
| 1 | 28.2µM* | Cc1nc2ncccn2c1C(=O)N1CCC2(CCCN(C)C2=O)C1 (stereo not given) |
| 2 | -28.7% | O=C(NC[C@H]1O[C@@H](CC(=O)N2CCN(c3ccc(F)cc3)CC2)[C@H](O)[C@@H]1O)c1ccco1 |
| 3 | 8.2% | C=C(C)Cn1c(N2CCN(c3cccc(Cl)c3)CC2)nc2c1c(=O)[nH]c(=O)n2C |
| 4 | -0.8% | CC(=O)c1cc(-c2ccccc2)n(CC(=O)NC2CCCCC2)c1C |
| 5 | 8.5% | COc1ccc(C)cc1NC(=O)CN1C(=O)C2CC=CCC2C1=O (stereo not given) |
| 6 | -3.9% | CC(C)c1ccc(CN2CCN(C(=O)c3cccc4ncccc34)CC2)cc1 |
| 7 | -27.3% | COc1ccc2c(CNCCc3ccco3)c(C(=O)O)n(Cc3ccc(C)cc3)c2c1 |
| 8 | 4.5% | COc1cccc2cc(/C=C(/C#N)c3nc4ccccc4[nH]3)oc12 |

6 entries picked at random from those above:
| # | KDM5B inh | SMILES |
| --- | --- | --- |
| 6 | -3.9% | CC(C)c1ccc(CN2CCN(C(=O)c3cccc4ncccc34)CC2)cc1 |
| 2 | -28.7% | O=C(NC[C@H]1O[C@@H](CC(=O)N2CCN(c3ccc(F)cc3)CC2)[C@H](O)[C@@H]1O)c1ccco1 |
| 7 | -27.3% | COc1ccc2c(CNCCc3ccco3)c(C(=O)O)n(Cc3ccc(C)cc3)c2c1 |
| 8 | 4.5% | COc1cccc2cc(/C=C(/C#N)c3nc4ccccc4[nH]3)oc12 |
| 5 | 8.5% | COc1ccc(C)cc1NC(=O)CN1C(=O)C2CC=CCC2C1=O (stereo not given) |
| 3 | 8.2% | C=C(C)Cn1c(N2CCN(c3cccc(Cl)c3)CC2)nc2c1c(=O)[nH]c(=O)n2C |

(listing goes on)
| # | KDM5B inh | SMILES |
| --- | --- | --- |
| 9 | ? | CC(C)c1ccc(Nc2ccc3cc(S(=O)(=O)N4CCCC4)ccc3n2)cc1 |
| 10 | 0.4% | N#CC(C(=O)Nc1ccccc1Cl)C(=O)c1ccc(Cl)cc1 (stereo not given) |
| 11 | ? | CC1(C)C(=O)N(CC(=O)Nc2ccc(Br)cc2F)c2ccccc21 |
| 12 | ? | Cc1noc(C)c1CC(=O)NC1CCCc2c1[nH]c1ccc(F)cc21 (stereo not given) |
| 13 | 8.4% | O=C(Oc1ccccc1Cl)c1ccccc1OCc1ccc(Cl)cc1 |
| 14 | -14.3% | CC(C(=O)NCc1ccc(Cl)cc1)N1CCCC(C(F)(F)F)C1 (stereo not given) |
| 15 | -17.9% | Fc1ccc(Nc2nc(SCc3ccc(Cl)cc3)nc3ccccc23)cc1 |
| 16 | 10.0% | COC(=O)Cc1cc(=O)n2[nH]c(NCc3ccc(Cl)cc3)nc2n1 |
| 17 | 26.0% | N#Cc1ccc(C(=O)OCc2ccccn2)cc1 |
| 18 | -21.8% | COCCCN1CC2(CCN(Cc3ccc4c(c3)CC(C)O4)CC2)CC1=O (stereo not given) |
| 19 | ? | O=C(NC1CC1)c1ccc(C2Nc3cc(C(F)(F)F)ccc3S(=O)(=O)N2)cc1 (stereo not given) |
| 20 | -2.7% | Cn1c(=O)c2c(nc(SCC(=O)Nc3ccccc3F)n2Cc2ccccc2F)n(C)c1=O |
| 21 | -7.5% | CCn1ncc(N2CCC(NC(=O)Cc3ccccc3F)CC2)cc1=O |
| 22 | 4.0% | CC1CCN(C(=O)COC(=O)Cc2ccc(Br)cc2)CC1 |
| 23 | -5.5% | COc1cc(C(=O)Oc2c(OC)cccc2OC)ccc1OC(F)F |
| 24 | 29.8% | CS(=O)(=O)c1ccc(C(=O)NCc2ccccc2)cc1 |
| 25 | ? | COCCCNc1ccc(C(=O)N2CCC(CN3CCCC3=O)CC2)cn1 |

Structures from the list above that contain an NH in an aromatic ring:
| # | KDM5B inh | SMILES |
| --- | --- | --- |
| 3 | 8.2% | C=C(C)Cn1c(N2CCN(c3cccc(Cl)c3)CC2)nc2c1c(=O)[nH]c(=O)n2C |
| 8 | 4.5% | COc1cccc2cc(/C=C(/C#N)c3nc4ccccc4[nH]3)oc12 |
| 12 | ? | Cc1noc(C)c1CC(=O)NC1CCCc2c1[nH]c1ccc(F)cc21 (stereo not given) |
| 16 | 10.0% | COC(=O)Cc1cc(=O)n2[nH]c(NCc3ccc(Cl)cc3)nc2n1 |

KDM5B inh, hit marks shown above.
| # | KDM5B inh | SMILES |
| --- | --- | --- |
| 1 | 28.2µM* | Cc1nc2ncccn2c1C(=O)N1CCC2(CCCN(C)C2=O)C1 (stereo not given) |

This is a subset, so the mix of outcomes need not match the whole.
